SUMO Mot1 rescue: SUMOylation pathway inhibition by Mot1-301 growth rescue; S. cerevisiae Mot1-301 growth rescue, ATP luminescence, 38.5C; percent above DMSO median, 100 means doubled; growth rescue, % at 18.8 µM; 320,000 tested, 1% active;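 active means every valid replicate shows activation above 250% relative to neutral control wells; inactive means the rest, any valid replicate at or below 250%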;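 further: OY570 slx delta 5 strain wells were the positive control but not used for scaling; some compounds called inactive have numbers as strong as hits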
MOR-DOR ag: agonists of human mu-delta opioid receptor heterodimerization; 340,000 tested, 0.3% active; cells, OPRM1-OPRD1 heterodimerization, luminescence; AID 504326; activation, % at 9.3 µM; in the data active means activation above about 18%;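 further: 0% = vehicle-treated cells and 100% = reference agonist; values of inactives mirror those of a sister screen read the other way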
HTR5A inv ctr: counter-screen for OPRM1-OPRD1 inverse agonists: human HTR5A inverse agonism. P47898. HTR5A cell line, luminescence. inhibition, % at 9.3 µM. 340,000 tested, 0.083% active. AID 504634; in the data active means inhibition mostly above about 23%, no sharp cut-off; inactive means mostly below about 18%;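 further: 0% = cells with DMSO and 100% = no-cell wells with DMSO; some compounds called inactive have numbers as strong as hits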
Target sequence (P47898 whole entry, looked up): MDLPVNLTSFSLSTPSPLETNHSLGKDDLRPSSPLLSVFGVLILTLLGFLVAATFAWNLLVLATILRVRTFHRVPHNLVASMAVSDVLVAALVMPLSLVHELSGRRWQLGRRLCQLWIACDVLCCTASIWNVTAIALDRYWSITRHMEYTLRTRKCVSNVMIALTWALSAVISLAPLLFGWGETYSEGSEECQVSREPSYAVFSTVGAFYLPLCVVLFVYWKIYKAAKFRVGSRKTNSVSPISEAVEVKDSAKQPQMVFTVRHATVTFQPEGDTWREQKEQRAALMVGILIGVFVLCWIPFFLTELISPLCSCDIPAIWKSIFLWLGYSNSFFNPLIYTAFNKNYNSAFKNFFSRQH
Tat export inh: blocks Tat-dependent protein export in E. coli. E. coli MC4100 TorA-mCherry Tat export, fluorescence. inhibition, % at 10 µM. 340,000 tested, 0.036% active. AID 488895;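 active means mean replicate inhibition at least 50% and at least half of replicates individually reaching 50%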;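 further: exported cargo escapes ClpAP degradation while cytoplasmic cargo is degraded and loses fluorescence; 0% = median of neutral control wells and 100% = median of NaSCN control wells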
PKA-R1A act: activates the PKA-R1A holoenzyme complex | P00514+P68181 | activation, % at 11.4 µM | 340,000 tested, 0.083% active | PKA-R1A dissociation, Cy5-IP20 fluorescence polarization; scaled: DMSO 0%, 113 µM cGMP 100%;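 active means percent activation above the mean of all tested compounds plus 3 SD, cut at about 19% in these data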;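 further: higher means more PKAc released from R1A so a rise in polarization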
PKA-R2B act: activates the human PKA-R2B holoenzyme complex; AID 504700; PKA-R2B holoenzyme dissociation, Cy5-IP20 fluorescence polarization; R2B truncated from residue 108, S112A mutant; 0% DMSO only, 100% 113 µM cGMP; 340,000 tested, 0.079% active; activation, % at 11.4 µM; P22694+P31323;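 active means activation above a cutoff set at the mean over all compounds plus 3 SD, cut at about 18% in these data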;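 further: higher means more holoenzyme dissociation and a rise in polarization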
Target sequence (P31323 whole entry, looked up, other chains not shown, the tested form may be a part): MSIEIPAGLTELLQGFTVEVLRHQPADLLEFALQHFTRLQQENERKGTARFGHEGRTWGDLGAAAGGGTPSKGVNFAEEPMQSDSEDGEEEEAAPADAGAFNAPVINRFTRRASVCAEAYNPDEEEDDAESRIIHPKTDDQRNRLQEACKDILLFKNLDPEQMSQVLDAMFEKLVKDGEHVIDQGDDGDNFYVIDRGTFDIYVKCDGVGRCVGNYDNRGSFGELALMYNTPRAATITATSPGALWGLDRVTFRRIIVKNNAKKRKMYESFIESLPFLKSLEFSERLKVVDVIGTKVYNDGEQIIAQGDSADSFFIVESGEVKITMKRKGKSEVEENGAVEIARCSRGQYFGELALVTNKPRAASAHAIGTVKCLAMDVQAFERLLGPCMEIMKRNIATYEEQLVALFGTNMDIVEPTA
MOR-DOR inv ag: mu-delta opioid heterodimer inverse agonism; P35372+P41143; cell-based MOR-DOR heterodimer luminescence; inhibition, % at 9.3 µM; 340,000 tested, 0.21% active; AID 504357; in the data active means inhibition above about 22%, passing the limit was not always enough;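 further: 0% = cells with DMSO and 100% = wells without cells with DMSO; values of inactives mirror those of a sister screen read the other way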
PfHsp90 set2: inhibits growth of yeast expressing Plasmodium falciparum Hsp90; S. cerevisiae expressing PfHsp90, BacTiter-Glo ATP, 48 h; yeast lacking PDR1 and PDR3 efflux regulators; inhibition, % at 9.4 µM; 310,000 tested, 0.32% active; AID 504621;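 active means every replicate shows inhibition above about 80%, whatever the replicate mean, limit read from the data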;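 further: 0% = DMSO neutral controls and 100% = 20 µM radicicol positive controls; yeast relying on Plasmodium falciparum Hsp90 in place of its own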
phage Ecoli inh: E. coli growth loss with phage present. growth absorbance. inhibition, % at 11.9 µM. 360,000 tested, 0.26% active; in the data active means inhibition above about 11%
Ecoli viability: counter-screen for AddAB inhibitors: E. coli growth inhibition | E. coli V3065 growth, OD600 absorbance, 18 h | inhibition, % at 11.9 µM | 330,000 tested, 0.27% active | AID 449728;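 active means inhibition above the campaign's mean inhibition across all tested compounds plus 3 SD, cut at about 9.9% in these data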;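 further: uninfected addAB+ strain grown without phage in ampicillin broth; 0% = DMSO wells and 100% = ciprofloxacin 0.95 µg/ml wells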
AddAB inh: less growth of phage-infected E. coli with AddAB; E. coli expressing H. pylori AddAB, absorbance growth; inhibition, % at 11.9 µM; 330,000 tested, 0.29% active; AID 435030; in the data active means inhibition above about 12%;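 further: 0% = vehicle wells of infected cells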
Numbers without * were called inactive.

`COc1ccc(C2CC(c3ccc(Cl)cc3Cl)Nc3nc(N)nn32)cc1` (centres undefined) gave SUMO Mot1 rescue -12, MOR-DOR ag -0.4, HTR5A inv ctr 17, Tat export inh 5, PKA-R1A act -2, PKA-R2B act 0, MOR-DOR inv ag 2, PfHsp90 set2 19, phage Ecoli inh -0.5, Ecoli viability -0.5 and AddAB inh 6.8.
Screening CC1CC(C)(C)NC(=S)N1CC(=O)NCc1ccc(Cl)cc1 (centres undefined) returned SUMO Mot1 rescue -9, MOR-DOR ag -0.7, HTR5A inv ctr -15, Tat export inh 2, PKA-R1A act -12, PKA-R2B act 4, MOR-DOR inv ag 4, PfHsp90 set2 9, phage Ecoli inh 5.3, Ecoli viability -2.5 and AddAB inh 3.7.
Screening O=C(Cc1cccs1)Nc1ccc(S(=O)(=O)N2CCCCC2)cc1 returned SUMO Mot1 rescue 10, MOR-DOR ag -0.6, HTR5A inv ctr 7, Tat export inh -5, PKA-R1A act 2, PKA-R2B act -7, MOR-DOR inv ag 3, PfHsp90 set2 3, phage Ecoli inh 6.8, Ecoli viability 0.3 and AddAB inh 3.0.
`Cc1ccc(CNC(=O)C2CC(c3ccccc3C(F)(F)F)=NO2)cc1` (centres undefined) gave SUMO Mot1 rescue 23, MOR-DOR ag 0.2, HTR5A inv ctr 3, Tat export inh 8, PKA-R1A act -11, PKA-R2B act -6, MOR-DOR inv ag -1, PfHsp90 set2 2, phage Ecoli inh 3.0, Ecoli viability -1.0 and AddAB inh 1.3.
For O=C(COC(=O)c1ccc(S(=O)(=O)N2CCCC2)cc1)NCc1ccc(F)cc1 the results were SUMO Mot1 rescue -15, MOR-DOR ag -0.2, HTR5A inv ctr -9, Tat export inh 0, PKA-R1A act -8, PKA-R2B act -1, MOR-DOR inv ag 1, PfHsp90 set2 0, phage Ecoli inh 0.5, Ecoli viability -1.5 and AddAB inh 1.1.
For CCSCC1COC(c2cccn2Cc2ccc(C)cc2)=N1 (centres undefined) the results were SUMO Mot1 rescue 2, MOR-DOR ag 2.1, HTR5A inv ctr -13, Tat export inh 23, PKA-R1A act -4, PKA-R2B act -15, MOR-DOR inv ag -12, PfHsp90 set2 4, phage Ecoli inh 3.0, Ecoli viability -0.6 and AddAB inh 1.1.
CC(C)c1ccc(/C=N/NC(=O)CCNC(=O)c2ccccc2)cc1 was read as SUMO Mot1 rescue -15, MOR-DOR ag -1.3, HTR5A inv ctr -4, Tat export inh -4, PKA-R1A act 12, PKA-R2B act -8, MOR-DOR inv ag 7, PfHsp90 set2 7, phage Ecoli inh 1.1, Ecoli viability -1.7 and AddAB inh 1.7.
`CCOC(=O)Cc1csc(NC(=O)c2ccc(F)cc2)n1` gave SUMO Mot1 rescue -1, MOR-DOR ag -2.3, HTR5A inv ctr -6, Tat export inh 8, PKA-R1A act 7, PKA-R2B act -4, MOR-DOR inv ag 10, PfHsp90 set2 12, phage Ecoli inh 3.8, Ecoli viability -1.4 and AddAB inh -1.5.
For CCOC(=O)c1c(-c2ccccc2Cl)cn2ccccc12 the results were SUMO Mot1 rescue -20, MOR-DOR ag 3.7, HTR5A inv ctr -3, Tat export inh 13, PKA-R1A act 8, PKA-R2B act -1, MOR-DOR inv ag -18, phage Ecoli inh 3.7, Ecoli viability -0.2 and AddAB inh 1.0.
For CCN(CC)c1ccc(NC(=O)CCCCCN2C(=O)c3ccccc3C2=O)cc1 the results were SUMO Mot1 rescue 3, MOR-DOR ag -0.5, HTR5A inv ctr -13, Tat export inh -1, PKA-R1A act 2, PKA-R2B act 0, MOR-DOR inv ag 3, phage Ecoli inh 3.9, Ecoli viability -0.3 and AddAB inh 1.8.
Screening Cn1c(SCC(=O)N2CCCc3ccccc32)nnc1-c1c[nH]c2ccccc12 returned SUMO Mot1 rescue -11, MOR-DOR ag -1.2, HTR5A inv ctr 21, Tat export inh -8, PKA-R1A act -6, PKA-R2B act -3, MOR-DOR inv ag 6, PfHsp90 set2 12, phage Ecoli inh 2.5, Ecoli viability -0.2 and AddAB inh -2.8.
`CCCCNCc1cc(Cl)c(OCCC)c(OCC)c1` gave SUMO Mot1 rescue -4, MOR-DOR ag 5.7, HTR5A inv ctr 3, Tat export inh 1, PKA-R1A act -8, PKA-R2B act 0, MOR-DOR inv ag -29, PfHsp90 set2 -18, phage Ecoli inh 4.5, Ecoli viability 3.2 and AddAB inh 2.0.
`CCCCC1C(=O)CC[C@H]2[C@@H]1CC(=O)[C@@H]2C/C=C\CCCC(=O)O` (some centres undefined) gave SUMO Mot1 rescue -4, MOR-DOR ag -2.6, HTR5A inv ctr -29, Tat export inh -3, PKA-R1A act 0, PKA-R2B act 0, MOR-DOR inv ag 15, PfHsp90 set2 -30, Ecoli viability -2.0 and AddAB inh -2.7.
`Cc1cccc(Cl)c1NC(=S)N1CCN(c2ccc([N+](=O)[O-])cn2)CC1` gave SUMO Mot1 rescue 24, MOR-DOR ag -0.7, HTR5A inv ctr 1, Tat export inh -4, PKA-R1A act -7, PKA-R2B act -6, MOR-DOR inv ag 4, PfHsp90 set2 6, phage Ecoli inh -2.1, Ecoli viability 0.7 and AddAB inh -1.8.
For O=C(CSc1nc2ncc(Br)cc2[nH]1)Nc1ccc2c(c1)OCO2 the results were SUMO Mot1 rescue -10, MOR-DOR ag -1.2, HTR5A inv ctr -6, Tat export inh 1, PKA-R1A act -3, PKA-R2B act -4, MOR-DOR inv ag 5, PfHsp90 set2 -9, phage Ecoli inh 4.4, Ecoli viability 8.1 and AddAB inh 12.
O=C(NCCCO)C(=O)NCC1OCCCN1S(=O)(=O)c1cccs1 (centres undefined) was read as SUMO Mot1 rescue -16, MOR-DOR ag -0.9, HTR5A inv ctr -44, Tat export inh -2, PKA-R1A act -4, PKA-R2B act 15, MOR-DOR inv ag 4, PfHsp90 set2 13, phage Ecoli inh 2.6, Ecoli viability 3.0 and AddAB inh -2.0.
For Cc1cc([N+](=O)[O-])nn1CC(=O)N1N=C(C(F)F)CC1(O)C(F)F (centres undefined) the results were SUMO Mot1 rescue 158, MOR-DOR ag -1.3, HTR5A inv ctr 14, Tat export inh 0, PKA-R1A act 13, PKA-R2B act -17, MOR-DOR inv ag 7, PfHsp90 set2 13, phage Ecoli inh 1.5, Ecoli viability -1.8 and AddAB inh -0.8.
CC(C)C(=O)NCCSc1c[nH]c2ccccc12 was read as SUMO Mot1 rescue 598*, MOR-DOR ag 0.2, HTR5A inv ctr 19, Tat export inh -5, PKA-R1A act 8, PKA-R2B act -2, MOR-DOR inv ag -1, PfHsp90 set2 -14, phage Ecoli inh 3.3, Ecoli viability 0.3 and AddAB inh -0.6.
For CCOC(=O)CC(=O)Nc1nc2ccccc2s1 the results were SUMO Mot1 rescue 18, MOR-DOR ag -3.7, HTR5A inv ctr 2, Tat export inh 4, PKA-R1A act -3, PKA-R2B act -3, MOR-DOR inv ag 16, PfHsp90 set2 -3, phage Ecoli inh 4.6, Ecoli viability 1.5 and AddAB inh 0.9.
CC(CCCC(C)(C)O)NCc1cn[nH]c1-c1ccc2c(c1)OCO2 (centres undefined) was read as SUMO Mot1 rescue -6, MOR-DOR ag -3.5, HTR5A inv ctr -9, Tat export inh -14, PKA-R1A act -3, PKA-R2B act -12, MOR-DOR inv ag 18, PfHsp90 set2 6, phage Ecoli inh -0.9, Ecoli viability 1.3 and AddAB inh 4.3.

The closing three records of the section above come first, to join the parts:
CC(C)C(=O)NCCSc1c[nH]c2ccccc12 was read as SUMO Mot1 rescue 598*, MOR-DOR ag 0.2, HTR5A inv ctr 19, Tat export inh -5, PKA-R1A act 8, PKA-R2B act -2, MOR-DOR inv ag -1, PfHsp90 set2 -14, phage Ecoli inh 3.3, Ecoli viability 0.3 and AddAB inh -0.6.
For CCOC(=O)CC(=O)Nc1nc2ccccc2s1 the results were SUMO Mot1 rescue 18, MOR-DOR ag -3.7, HTR5A inv ctr 2, Tat export inh 4, PKA-R1A act -3, PKA-R2B act -3, MOR-DOR inv ag 16, PfHsp90 set2 -3, phage Ecoli inh 4.6, Ecoli viability 1.5 and AddAB inh 0.9.
CC(CCCC(C)(C)O)NCc1cn[nH]c1-c1ccc2c(c1)OCO2 (centres undefined) was read as SUMO Mot1 rescue -6, MOR-DOR ag -3.5, HTR5A inv ctr -9, Tat export inh -14, PKA-R1A act -3, PKA-R2B act -12, MOR-DOR inv ag 18, PfHsp90 set2 6, phage Ecoli inh -0.9, Ecoli viability 1.3 and AddAB inh 4.3.
Screening Cc1ccc2occ(C3NC(C(=O)O)CS3)c(=O)c2c1 (centres undefined) returned SUMO Mot1 rescue -14, MOR-DOR ag -1.7, HTR5A inv ctr 0, Tat export inh -2, PKA-R1A act 0, PKA-R2B act -6, MOR-DOR inv ag 9, PfHsp90 set2 7, phage Ecoli inh 1.1, Ecoli viability 3.3 and AddAB inh 3.8.
Screening O=C(Nc1cccc(F)c1)NC1(C(=O)N2CCOCC2)CCCCC1 returned SUMO Mot1 rescue 116, MOR-DOR ag -0.4, HTR5A inv ctr 7, Tat export inh -11, PKA-R1A act -4, PKA-R2B act -11, MOR-DOR inv ag 2, phage Ecoli inh 1.3, Ecoli viability -1.3 and AddAB inh 3.2.
Screening O=C(O)C1=C[C@@H](c2ccc(Br)cc2)C[C@@H](OCc2ccc(CO)cc2)O1 returned SUMO Mot1 rescue -9, MOR-DOR ag -2.2, HTR5A inv ctr -14, Tat export inh -7, PKA-R1A act 2, PKA-R2B act -7, MOR-DOR inv ag 13, PfHsp90 set2 17, phage Ecoli inh 1.0, Ecoli viability 3.6 and AddAB inh 3.5.
`CN(Cc1cccc2ccccc12)C(=O)c1cc(COc2c(F)cccc2F)on1` gave SUMO Mot1 rescue 0, MOR-DOR ag -1.4, HTR5A inv ctr 8, Tat export inh -2, PKA-R1A act 2, PKA-R2B act 6, MOR-DOR inv ag 9, PfHsp90 set2 44, phage Ecoli inh 4.0, Ecoli viability 3.0 and AddAB inh 2.0.
O=C(CCn1cccc1)Nc1ccc(F)cc1 was read as SUMO Mot1 rescue -2, MOR-DOR ag -0.9, HTR5A inv ctr -9, Tat export inh -8, PKA-R1A act 0, PKA-R2B act -1, MOR-DOR inv ag 6, phage Ecoli inh 3.2, Ecoli viability -0.9 and AddAB inh 0.8.
For CCOC(=O)c1cc(S(=O)(=O)NCc2ccco2)cn1C the results were SUMO Mot1 rescue 6, MOR-DOR ag -4.1, HTR5A inv ctr 30, Tat export inh -1, PKA-R1A act -22, PKA-R2B act 1, MOR-DOR inv ag 21, PfHsp90 set2 5, phage Ecoli inh -1.0, Ecoli viability 0.2 and AddAB inh 0.6.

Compound activity as filed in PubChem BioAssay.
